Assay outcomes: PubChem BioAssay, several laboratories
SRC3 inh – human NCOA3 inhibition. Q9Y6Q9. HEK293 GAL4-SRC3 luciferase reporter, luminescence. inhibition, % at 3.6 µM. 360,000 compounds, 0.17% hits. AID 588352;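 active = inhibition above a per-campaign cutoff, the mean of all compounds plus 3 SD, cut at about 60% in these data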;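 also: 0% = DMSO-treated cells and 100% = gossypol-treated cells at 36 µM; higher means less SRC3-driven luciferase light from the GAL4 reporter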
COUP-TFII inh – inhibitors of human COUP-TFII (NR2F2); 370,000 compounds, 0.7% hits; AID 686940; P24468; inhibition, % at 8.6 µM; HEK293T NGFI-A luciferase reporter, luminescence;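 active = inhibition above a per-plate cutoff, mean inhibition of test wells between control levels plus 3 SD, cut at about 38% in these data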;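 also: cells cotransfected with COUP-TFII expression vector driving the NGFI-A reporter; 0% = median of COUP-TF2 test wells and 100% = reporter-only cells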
Shn3 inh set2 – Schnurri-3 reporter inhibition in Clone20 osteoblasts; inhibition, % at 12.5 µM; 360,000 compounds, 0.52% hits; Clone20 osteoblast Shn3 3'UTR firefly luciferase, 24 h;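 active = mean inhibition of at least 75% with every replicate also reaching 75%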;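 also: 0% = median of neutral control wells and 100% = pilot-screen positive control compound; some compounds past the cut are filed as inactive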
KKLEB tox – CF airway cell cytotoxicity counter-screen; KKLEB CF airway cells viability, ATPlite luminescence, overnight; hits give low values; cells stimulated with P. aeruginosa culture filtrate; AID 602141; activity change (cytotoxicity), % at 5 µM; 360,000 compounds, 0.36% hits;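 active = corrected activity change at or below -50% at 5 µM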
TWEAK Fn14 block – inhibitors of TWEAK-Fn14 interaction signaling; TWEAK-stimulated Fn14 reporter cells, luciferase luminescence, 8 h; inhibition, % at 10 µM; 360,000 compounds, 2% hits; AID 1159606; in the data active = inhibition above about 50%
CF NFkB block – blocks PAF-induced NF-kB reporter in cystic fibrosis cells. inhibition, % at 5 µM. KKLEB NF-kB-GFP reporter, GFP fluorescence overnight. 360,000 compounds, 0.86% hits. AID 588850;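 active = at least 50% inhibition at 5 µM, scaled per plate between neutral and stimulator controls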;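 also: PAF is a Pseudomonas aeruginosa culture filtrate used as stimulus; plate controls were PAF-stimulated DMSO wells for no effect and unstimulated DMSO wells for full effect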
TROY signal inh – TROY signaling inhibition; Q293 LMP1-TROYcd NF-kB luciferase reporter, 4 h; inhibition, % at 10 µM; 360,000 compounds, 0.98% hits; AID 1347056;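 active = compounds whose plate-normalised and pattern-corrected inhibition of the luciferase reporter signal at the single screening dose is 50% or more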
NCOA1 inh – human NCOA1 inhibition; AID 588354; Q15788; 360,000 compounds, 0.12% hits; inhibition, % at 3.6 µM; HEK293 GAL4-SRC1 luciferase reporter, luminescence;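 active = inhibition above the campaign mean plus 3 SD, with each screening campaign given its own cutoff, cut at about 60% in these data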;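 also: 0% = DMSO treated cells and 100% = gossypol at 36 µM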
Target sequence (Q15788 whole entry, looked up, the tested form may be a part): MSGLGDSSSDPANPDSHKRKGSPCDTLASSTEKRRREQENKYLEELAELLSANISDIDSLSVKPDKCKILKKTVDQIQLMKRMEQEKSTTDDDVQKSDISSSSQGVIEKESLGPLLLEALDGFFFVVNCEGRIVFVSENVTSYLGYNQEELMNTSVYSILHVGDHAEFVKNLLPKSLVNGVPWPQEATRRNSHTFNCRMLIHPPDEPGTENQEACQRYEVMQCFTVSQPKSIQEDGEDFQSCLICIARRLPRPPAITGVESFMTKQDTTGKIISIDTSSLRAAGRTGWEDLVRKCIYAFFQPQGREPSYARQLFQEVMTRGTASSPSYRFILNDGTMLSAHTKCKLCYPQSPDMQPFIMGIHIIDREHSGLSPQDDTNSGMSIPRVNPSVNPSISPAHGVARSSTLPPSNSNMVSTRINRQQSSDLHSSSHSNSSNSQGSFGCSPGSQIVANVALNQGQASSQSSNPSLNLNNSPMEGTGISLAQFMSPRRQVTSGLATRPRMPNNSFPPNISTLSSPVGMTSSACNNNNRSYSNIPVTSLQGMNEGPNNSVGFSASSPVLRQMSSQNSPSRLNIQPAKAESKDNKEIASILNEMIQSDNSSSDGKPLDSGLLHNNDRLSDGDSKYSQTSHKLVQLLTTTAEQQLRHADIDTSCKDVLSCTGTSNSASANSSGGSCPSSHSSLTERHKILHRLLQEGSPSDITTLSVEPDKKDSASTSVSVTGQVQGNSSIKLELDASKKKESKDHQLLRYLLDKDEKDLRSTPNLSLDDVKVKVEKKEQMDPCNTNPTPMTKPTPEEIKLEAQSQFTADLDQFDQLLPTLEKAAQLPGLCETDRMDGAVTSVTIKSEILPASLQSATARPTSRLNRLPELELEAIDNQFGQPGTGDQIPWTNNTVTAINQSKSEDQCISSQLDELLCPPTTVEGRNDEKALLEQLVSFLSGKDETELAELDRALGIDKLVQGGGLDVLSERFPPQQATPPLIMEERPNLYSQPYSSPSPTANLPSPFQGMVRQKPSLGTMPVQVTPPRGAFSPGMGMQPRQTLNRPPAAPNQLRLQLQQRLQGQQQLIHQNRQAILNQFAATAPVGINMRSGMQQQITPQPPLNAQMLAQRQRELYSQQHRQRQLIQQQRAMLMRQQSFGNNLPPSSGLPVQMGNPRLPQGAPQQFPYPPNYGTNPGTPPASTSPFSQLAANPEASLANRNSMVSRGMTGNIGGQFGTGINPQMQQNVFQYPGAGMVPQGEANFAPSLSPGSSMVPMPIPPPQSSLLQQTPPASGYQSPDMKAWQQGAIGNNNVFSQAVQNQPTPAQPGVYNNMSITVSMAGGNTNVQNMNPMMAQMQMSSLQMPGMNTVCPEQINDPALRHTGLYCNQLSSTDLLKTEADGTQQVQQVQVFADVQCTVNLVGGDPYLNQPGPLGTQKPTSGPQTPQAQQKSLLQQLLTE
NR5A2 inv ag – suppresses constitutive activity of human LRH-1. O00482. 360,000 compounds, 0.13% hits. inhibition, % at 3.6 µM. HEK293T StAR-luciferase reporter, LRH-1 transfected, 24 h;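 active = inhibition above the mean inhibition of all tested compounds plus 3 SD, cut at about 73% in these data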;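 also: 0% = DMSO wells and 100% = reporter-only cells lacking LRH-1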
LMP1 NFkB inh – Epstein-Barr LMP1 NF-kappaB reporter inhibition | 350,000 compounds, 0.69% hits | inhibition, % at 12.5 µM | LMP1-induced NF-kappaB luciferase reporter cells, luminescence | AID 504558; in the data active = inhibition above about 41%;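 also: 0% = neutral control wells and 100% = reference inhibitor control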
TRAIL sens C8 – caspase-8 TRAIL sensitization; NB7+C8 cells + TRAIL, ATPlite viability luminescence; inhibition (viability loss, TRAIL sensitization), % at 10 µM; 360,000 compounds, 1% hits;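 active = compounds causing at least 50% loss of cell viability in the single-dose screen, relative to plate controls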
Starred values were filed as active, the others as inactive; / = no result given.

1	CC1CCCC(C)N1C(=O)CSc1nnnn1Cc1ccccc1 (stereo not drawn)
2	COc1ccc(N(CC(=O)N2CCCCCC2)S(=O)(=O)c2ccccc2[N+](=O)[O-])c(OC)c1
3	O=C(NCC1CCCO1)c1ccc(N2CCCCC2)nc1 (stereo not drawn)
4	O=C(NCCNC(=O)c1cc(OCC(F)(F)F)ccc1OCC(F)(F)F)Nc1ccccc1
5	CC(=O)c1ccc2c(ccc3ccccc32)c1
6	O=C(CSc1ccccc1F)NC(=O)c1ccccc1Br
7	CCN(C(=O)COC(=O)CCS(=O)(=O)c1ccccc1)c1c(N)n(Cc2ccccc2)c(=O)[nH]c1=O
8	Nc1c2c(nc3ccc(Br)cc13)N(c1ccccc1)CC2
9	O=C(NCc1cccnc1)c1ccc(NC(=O)c2ccc([N+](=O)[O-])cc2)cc1
10	Cc1ccc(NC(=O)CSc2nc(C)c(C)c(C)n2)cc1S(=O)(=O)N1CCOCC1

screen / no.,1,2,3,4,5,6,7,8,9,10
NR5A2 inv ag,5,-16,-45,3,-11,-8,4,-1,11,-1
TWEAK Fn14 block,-15,7,3,9,-117,-11,6,-6,-23,-12
COUP-TFII inh,8,9,-22,-10,-27,3,-1,16,26,-6
TROY signal inh,0,-7,-16,1,-83,-3,6,4,8,12
KKLEB tox,-3,-5,1,-4,11,16,6,8,0,-1
CF NFkB block,16,-3,-12,-9,-16,-18,-12,-66,3,20
TRAIL sens C8,10,20,-28,4,8,-12,-10,-11,8,6
NCOA1 inh,0,-5,-41,-15,-28,5,0,-14,-12,-5
Shn3 inh set2,1,5,-5,11,-76,-12,-20,3,50,31
LMP1 NFkB inh,-5,0,-5,7,-17,28,-1,-49,-8,-1
SRC3 inh,30,-2,-22,14,-51,-13,6,-13,-4,-2

Results in NCOA1 inh, TROY signal inh and TRAIL sens C8, for some of the entries so far:
#	canonical_smiles	NCOA1 inh	TROY signal inh	TRAIL sens C8
3	O=C(NCC1CCCO1)c1ccc(N2CCCCC2)nc1 (stereo not drawn)	-41	-16	-28
4	O=C(NCCNC(=O)c1cc(OCC(F)(F)F)ccc1OCC(F)(F)F)Nc1ccccc1	-15	1	4
5	CC(=O)c1ccc2c(ccc3ccccc32)c1	-28	-83	8
6	O=C(CSc1ccccc1F)NC(=O)c1ccccc1Br	5	-3	-12
7	CCN(C(=O)COC(=O)CCS(=O)(=O)c1ccccc1)c1c(N)n(Cc2ccccc2)c(=O)[nH]c1=O	0	6	-10
8	Nc1c2c(nc3ccc(Br)cc13)N(c1ccccc1)CC2	-14	4	-11
9	O=C(NCc1cccnc1)c1ccc(NC(=O)c2ccc([N+](=O)[O-])cc2)cc1	-12	8	8

3 compounds from above, ordered by molecular weight, smallest number first.
8	Nc1c2c(nc3ccc(Br)cc13)N(c1ccccc1)CC2
6	O=C(CSc1ccccc1F)NC(=O)c1ccccc1Br
10	Cc1ccc(NC(=O)CSc2nc(C)c(C)c(C)n2)cc1S(=O)(=O)N1CCOCC1

screen / no.,8,6,10
NR5A2 inv ag,-1,-8,-1
TWEAK Fn14 block,-6,-11,-12
COUP-TFII inh,16,3,-6
TROY signal inh,4,-3,12
KKLEB tox,8,16,-1
CF NFkB block,-66,-18,20
TRAIL sens C8,-11,-12,6
NCOA1 inh,-14,5,-5
Shn3 inh set2,3,-12,31
LMP1 NFkB inh,-49,28,-1
SRC3 inh,-13,-13,-2

Next part.
11	Cc1ccc(S(=O)(=O)N(CC(=O)N/N=C/c2cccc(C)c2)c2cccc3cccnc23)cc1
12	CCOc1nc(C)ccc1-c1noc(-c2ccccc2OC)n1
13	COc1ccc(-c2cc3c(=O)n(CC(=O)NCc4cccnc4)ncn3n2)cc1
14	CCc1ccc(CNC(=O)C(=O)NCC2CCCO2)cc1 (stereo not drawn)
15	COC(=O)c1ccc(CNC(=O)CC[C@H]2O[C@@H](n3cc(C)c(=O)[nH]c3=O)C[C@@H]2O)cc1
16	CN(C)CCCNc1oc(-c2ccc(Cl)cc2)nc1S(=O)(=O)c1ccccc1
17	CCNC(=O)C1(C)CCN(C(=O)c2ccc3c(c2)CCO3)C1 (stereo not drawn)
18	Cc1cc(=O)[nH]c2c1c(C)nn2C1CCCC1
19	COc1ccc(CNC(=O)C[C@H]2C[C@H](C(=O)N3CCCCC3)[C@@]3(C)c4[nH]c5ccc(Cl)cc5c4CCN3C2=O)cc1OC
20	N#Cc1ccc(N[C@@H]2CCN3C(=O)c4ccccc4[C@@H]3C[C@H]2O)cc1

screen / no.,11,12,13,14,15,16,17,18,19,20
NR5A2 inv ag,8,-32,-63,-13,14,-5,8,18,-10,-2
TWEAK Fn14 block,43,-3,8,13,19,15,-5,-17,13,6
COUP-TFII inh,1,-11,-36,13,0,-14,2,0,34,-9
TROY signal inh,18,-41,-43,3,-3,14,-3,-1,24,-6
KKLEB tox,-2,-8,-6,-3,12,-10,-2,-16,-20,4
CF NFkB block,10,10,-9,-5,4,28,12,7,0,-24
TRAIL sens C8,6,-7,15,-2,1,-6,13,-4,8,9
NCOA1 inh,-7,-24,-80,11,-7,-2,-1,-6,7,-1
Shn3 inh set2,-7,-27,-7,0,8,-12,4,-4,6,9
LMP1 NFkB inh,1,2,-7,-1,/,4,/,-6,-16,0
SRC3 inh,-11,-40,-91,11,5,21,2,-9,-4,12

21	COc1ccc(S(=O)(=O)N2CCCC2CNC(=O)C(=O)NCCc2ccccc2)cc1 (stereo not drawn)
22	CC(C)(C)n1cnc2cc(NCc3ccc(Br)cc3)ccc21
23	CCN(CC)S(=O)(=O)c1ccc(OC(C)C)c(NC(=O)c2c3c(nc4ccccc24)CCN(Cc2ccccc2)C3)c1
24	CCOc1ccc(N(CC(=O)N2CCOCC2)S(=O)(=O)c2ccc(SC)cc2)cc1
25	COc1ccc(NC(=O)c2ccc(NS(=O)(=O)c3cccc4cccnc34)cc2)cc1
26	Cc1ccc(/C=N/n2c(-c3ccc(Cl)cc3)n[nH]c2=S)o1
27	N#Cc1ccc(COC(=O)c2cnc(Cl)c(Cl)c2)cc1
28	COc1ccc2[nH]c3c(c2c1)CCN1C(=O)C(CC(=O)NCc2ccc(OC)c(OC)c2)C[C@H](C(=O)N2CCCCC2)[C@@]31CCc1ccccc1 (stereo partly drawn)
29	Cc1cccc(NS(=O)(=O)c2cccc(C(=O)N3CCCC(C(F)(F)F)C3)c2)c1 (stereo not drawn)
30	CC1=CC(C)(C)N(C(=O)C(C)N2C(=O)c3ccccc3C2=O)c2ccc(C)cc21 (stereo not drawn)

screen / no.,21,22,23,24,25,26,27,28,29,30
NR5A2 inv ag,1,-151,-7,6,12,6,14,-14,4,-9
TWEAK Fn14 block,24,5,26,25,6,-10,-11,11,-6,5
COUP-TFII inh,-4,-16,-6,0,5,-4,-13,4,-1,7
TROY signal inh,1,-14,7,-6,5,17,2,-4,7,-13
KKLEB tox,-6,-3,-28,1,-3,5,10,-11,12,4
CF NFkB block,4,12,20,-2,6,-19,-11,5,4,0
TRAIL sens C8,27,20,1,-1,8,-3,1,8,-11,23
NCOA1 inh,-38,-64,3,-4,-13,-20,-5,-6,-58,-13
Shn3 inh set2,6,-46,36,-9,4,7,-4,1,1,5
LMP1 NFkB inh,-5,-30,16,-1,10,-3,5,13,-9,10
SRC3 inh,0,-95,20,1,14,15,-5,-19,6,4

31	O=C(COC(=O)COc1ccc(Cl)cc1)NCCCc1ccccc1
32	CN(CC(=O)Nc1c(Cl)cccc1Cl)C(=O)Cc1cccs1
33	CCN1C(=O)C2C(C1=O)N1C(c3ccccc3)C3C(=O)N(CC)C(=O)C3N1C2c1ccccc1 (stereo not drawn)
34	Cc1cc(C)n(-c2nc3ccccc3nc2NCCc2ccccc2)n1
35	CCCCOCCCn1cnc2c([nH]c3cc(OC)ccc32)c1=O
36	CN=C(Nc1ccccc1)SC1CC(=O)N(c2ccc(C(=O)OC)cc2)C1=O (stereo not drawn)
37	COC(=O)CSc1nnc(NC(=O)C2CC(=O)N(c3ccc(F)cc3)C2)s1 (stereo not drawn)
38	O=C(CCCCCN1C(=O)[C@@H]2Cc3ccccc3CN2C1=O)Nc1ccccc1Cl
39	S=C(NCCc1ccccc1)Nc1ccc(Br)cn1
40	CC(=O)N1c2ccc(S(=O)(=O)NCC3CCC(C(=O)Nc4ncccc4C)CC3)cc2CC1C (stereo not drawn)

screen / no.,31,32,33,34,35,36,37,38,39,40
NR5A2 inv ag,8,-15,-19,12,-3,-6,-19,1,-9,2
TWEAK Fn14 block,3,17,0,15,3,12,-1,-23,7,6
COUP-TFII inh,0,-4,14,7,10,7,14,-1,5,-7
TROY signal inh,2,0,-3,-56,-19,20,8,-17,-4,-14
KKLEB tox,7,4,-12,0,9,-3,-7,0,2,-18
CF NFkB block,15,-3,10,-15,2,8,13,-6,5,12
TRAIL sens C8,-11,0,1,-11,-8,-31,-1,38,-15,-10
NCOA1 inh,0,2,0,-3,-4,-1,-8,-4,-9,14
Shn3 inh set2,9,7,8,3,1,-11,2,-2,-11,10
LMP1 NFkB inh,-6,-3,5,-15,-8,3,0,/,-6,-1
SRC3 inh,-20,-9,-9,-3,13,-17,-30,-6,-6,14

41	Cc1cccc(C(=O)Nc2ccc(O)cc2)c1
42	CCCN1CCCc2ccccc21
43	N#Cc1cccc(-n2nnnc2-c2ccc3c(c2)OCO3)c1
44	CC(C)Oc1ccc(CN2CCCC(CO)(Cc3ccc(F)cc3)C2)cc1 (stereo not drawn)
45	COP(=O)(OC)C(Nc1ccc(Cl)cc1)c1ccccc1 (stereo not drawn)
46	CC1(C)Cc2c(ccc3ccccc23)C2=C(C(=O)N3CCCC3)C(=O)C(=O)N21
47	CCOc1ccc(-c2nonc2NC(=O)c2ccco2)cc1
48	CSc1ncccc1C(=O)N1CCCC(Nc2ccc(C)c(C)c2)C1 (stereo not drawn)
49	CCc1ccc(NC(=O)CCc2c(C)nn(-c3ccc(N4CCCCC4)nn3)c2C)cc1
50	Cn1nnnc1SCc1ccc(Cl)cc1
51	Cc1noc(C)c1C(=O)OC(C)C(=O)Nc1ccc([N+](=O)[O-])cc1C(F)(F)F (stereo not drawn)
52	O=C(COC(=O)C1C2CC3OC(=O)C1C3C2)Nc1ccc(Cl)cc1 (stereo not drawn)
53	Cc1ccc(C(=O)c2coc3ccc(O)c(CN(C)C)c23)cc1

screen / no.,41,42,43,44,45,46,47,48,49,50,51,52,53
NR5A2 inv ag,-63,16,-12,13,19,14,13,1,-87,9,3,-14,3
TWEAK Fn14 block,-1,4,-27,-11,15,38,2,7,-28,-1,-20,-15,-32
COUP-TFII inh,-27,-8,-3,1,4,-8,-11,4,-26,-17,-3,-5,-16
TROY signal inh,-54,7,-29,16,24,-4,-35,-1,-63,-2,2,1,21
KKLEB tox,4,-1,4,0,10,2,-17,5,-24,22,0,5,-11
CF NFkB block,-2,12,4,-12,16,4,7,11,-19,-4,-8,-5,22
TRAIL sens C8,-10,-12,-4,3,6,-9,17,-9,11,0,-20,9,-12
NCOA1 inh,-73,-17,-16,2,-13,-12,-3,14,-89,4,5,-20,0
Shn3 inh set2,-14,48,-12,28,-10,-14,24,-24,-51,-10,-6,-9,2
LMP1 NFkB inh,-40,4,-7,1,1,32,-2,-5,-23,-3,10,-4,-4
SRC3 inh,-30,17,-14,-3,-21,12,14,-5,-54,3,-10,-16,-1

A portion of the library; rates above refer to the full screens.
